MMP13 inh = blocks human MMP13 activity | MMP-13 fTHP FRET cleavage, Mca fluorescence | P45452 | hit rate 0.07% among 65,000 | inhibition, % at 4 µM | AID 570;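 active = inhibition above the mean of compound-free control plate wells plus 3 SD, cut at about 14% in these data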;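 note: 0% = DMSO wells and 100% = wells with reference MMP-13 inhibitor after basal subtraction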
HTR1E agonist = agonists of human 5-HT1E serotonin receptor | hit rate 0.69% among 65,000 | CHO 5-HT1E Ga15 NFAT-bla reporter, FRET; 0% DMSO wells, 100% control agonist wells | P28566 | activation, % at 6 µM | AID 574;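 active = activation above a set limit, the screen-wide mean activation plus 3 SD, cut at about 8.5% in these data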;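 note: 100% = positive control agonist at 1 µM giving full maximal response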
RORA act = activates the human nuclear receptor RORA. P35398. CHO-K1 Gal4-RORA LBD luciferase reporter, luminescence; percent increase over mock-subtracted basal signal. activation, % at 10 µM. hit rate 1.5% among 65,000. AID 560;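 active = activation above the mean of all tested compounds plus 3 SD, cut at about 49% in these data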;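 note: 0% = DMSO-treated RORA cells and 100% = added signal equal to DMSO minus mock-transfected cells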
Target sequence (P35398 whole entry, looked up, the tested form may be a part): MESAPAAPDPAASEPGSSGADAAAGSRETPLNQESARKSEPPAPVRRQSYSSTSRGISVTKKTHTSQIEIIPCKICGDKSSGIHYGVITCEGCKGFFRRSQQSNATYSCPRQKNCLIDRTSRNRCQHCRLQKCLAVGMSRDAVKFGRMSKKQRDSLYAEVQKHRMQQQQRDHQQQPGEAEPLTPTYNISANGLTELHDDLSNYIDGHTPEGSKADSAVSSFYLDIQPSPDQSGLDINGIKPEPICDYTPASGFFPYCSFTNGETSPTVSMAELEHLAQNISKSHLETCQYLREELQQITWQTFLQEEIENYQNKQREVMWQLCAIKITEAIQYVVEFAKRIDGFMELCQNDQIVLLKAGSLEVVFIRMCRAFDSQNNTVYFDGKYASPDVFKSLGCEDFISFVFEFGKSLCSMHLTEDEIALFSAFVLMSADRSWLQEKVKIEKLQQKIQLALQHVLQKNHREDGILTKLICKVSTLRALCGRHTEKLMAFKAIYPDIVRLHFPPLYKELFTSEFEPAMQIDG
NADH coupling = blocks coupling enzymes of NAD/NADH assays; coupled PK/LDH NADH assays, four targets; IC50, µM (highest dose often 10 µM), without a hit: at the top dose inhibition; hit rate 0.02% among 65,000; AID 774;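 active = single-dose screening hits from any of four coupled enzyme assays that gave an IC50 when retested across doses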;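 note: the DPM-DC format reads NADH fluorescence rather than 340 nm absorbance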
5-HT1A blocker = 5-HT1a (human) receptor antagonism | P08908 | hit rate 0.68% among 62,000 | CHO 5-HT1a Ga15 NFAT-bla reporter, antagonist mode | AID 612 | inhibition, % at 10 µM;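 active = inhibition above the mean of all tested compounds plus 3 SD, cut at about 43% in these data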;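 note: receptor stimulated by 5-CT agonist at 100 nM near EC80; beta-lactamase reporter measured by ratiometric fluorescence of a cleavable substrate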
Target sequence (P08908 whole entry, looked up): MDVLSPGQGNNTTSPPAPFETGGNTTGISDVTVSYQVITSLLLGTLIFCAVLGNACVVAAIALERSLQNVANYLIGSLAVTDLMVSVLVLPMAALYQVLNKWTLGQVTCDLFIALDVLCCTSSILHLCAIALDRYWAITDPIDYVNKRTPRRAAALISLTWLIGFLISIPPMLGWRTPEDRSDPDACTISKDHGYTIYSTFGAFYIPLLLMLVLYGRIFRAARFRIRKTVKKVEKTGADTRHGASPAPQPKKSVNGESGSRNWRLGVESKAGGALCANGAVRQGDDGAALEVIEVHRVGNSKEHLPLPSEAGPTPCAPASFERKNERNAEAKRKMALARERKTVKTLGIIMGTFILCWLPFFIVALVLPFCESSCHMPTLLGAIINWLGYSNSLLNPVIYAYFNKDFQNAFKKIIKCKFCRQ
Ecoli tolC = blocks growth of E. coli BW25113 tolC mutant; OD615; growth inhibition, % at 10 µM (by protocol); hit rate 2.2% among 65,000;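 active = growth inhibition at or above a cutoff equal to the mean over every tested compound plus 3 SD, cut at about 60% in these data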;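 note: growth measured after 20 h incubation at 37 °C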
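Test system: tolC-deleted E. coli BW25113 | Medium: LB with kanamycin 50 µg/mL | Compound dosing: Single concentration, 10 µM final per compound | Schedule: 37 °C, 20 h exposure | Measured by: OD at 615 nm | Evaluation: Percent growth inhibition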
HTR1A agonist = activates the human 5-HT1a serotonin receptor | P08908 | CHO 5-HT1a Ga15 NFAT-bla reporter, FRET ratio; 0% basal, 100% maximal reference agonist | activation, % at 10 µM | hit rate 0.56% among 65,000 | AID 567;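 active = activation above the screen-wide mean activation plus 3 SD, cut at about 19% in these data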;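 note: 0% = DMSO wells and 100% = 5-CT at EC100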
SF-1 act = activators of human nuclear receptor SF-1. CHO-K1 Gal4-SF-1 LBD luciferase reporter; % increase over DMSO SF-1-specific signal. Q13285. hit rate 1.9% among 65,000. AID 522. activation, % at 10 µM;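 active = activation above the mean activation of all tested compounds plus 3 SD, cut at about 50% in these data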
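Test system: CHO-K1 cells with Gal4–hSF-1 LBD chimera plus Gal4-driven luciferase; Input: 4,000 cells/well; Compound: 10 µM only; Times: 20 h compound treatment, 37 °C; Measured by: steady-glow luciferase luminescence, read after 15 min reagent incubation; Measure: percent activation versus DMSO; Control set: DMSO and mock-transfected background; Replicates: one test per compound.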
HTR1E antagonist = antagonists of human 5-HT1E serotonin receptor | P28566 | CHO 5-HT1E Ga15 NFAT-bla reporter, FRET, antagonist | inhibition, % at 6 µM | hit rate 0.99% among 65,000 | AID 571;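 active = inhibition above a set limit, the mean inhibition across every tested compound plus 3 SD, cut at about 29% in these data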;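 note: signal is the 460 over 535 nm emission ratio of beta-lactamase substrate; 0% = agonist plus DMSO wells and 100% = wells without agonist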
An asterisk follows results filed as active; / = no result given; [ ] = remark or other dose.

SMILES	MMP13 inh	HTR1E agonist	RORA act	NADH coupling	5-HT1A blocker	Ecoli tolC	HTR1A agonist	SF-1 act	HTR1E antagonist
COc1ccccc1CNc1nc2nc(C)cc(=O)n2[nH]1	-1	1.2	-8	9%	2	-7	0.0	-9	6
CCCCCCNC(=O)c1c(O)c2ccccc2[nH]c1=O	-5	0.0	0	0%	-22	-7	-2.0	-12	-13
Cc1c(-c2ccco2)[n+](=O)c2c(n1[O-])CCC2	-6	0.1	3	9%	-1	-17	1.9	1	-11
Cn1cnc2c1c(=O)n(Cc1ccccc1)c(=O)n2C	4	0.9	-4	6%	-9	-10	-1.9	-7	9
COc1ccc(Cn2c(CCC(=O)O)nc3cccnc32)cc1	5	0.1	-10	7%	-7	-16	-0.3	4	-2
CN(C)c1nc(Oc2ccc(=O)n(C)n2)nc(N2CCOCC2)n1	-2	0.8	-26	1%	-4	-10	3.6	-15	-11
C=CCn1c(COc2cccc3ccc(C)nc23)nnc1SCC(=O)O	-11	-1.1	18	7%	9	-13	-2.4	12	4
Oc1ccccc1C1=Nc2ncnn2C(c2ccc(F)cc2)C1 (centres undefined)	1	1.6	3	5%	17	7	0.3	-12	-5
CCc1ccc(-n2c(SCC(=O)Nc3cc(C)[nH]n3)nc3[nH]ncc3c2=O)cc1	1	-0.3	-23	2%	-1	10	-1.8	-3	-7
CCn1c(N2CCC(Cc3ccccc3)CC2)nc2c1c(=O)[nH]c(=O)n2C	-2	0.3	0	7%	-28	20	0.3	-3	3
COC(=O)NCCOc1cc(C)ccc1C	-3	-0.6	-4	1%	8	-11	-1.6	2	-2
CN(C)c1ccc(NC(=O)CN2CCC(C(=O)c3ccc(F)cc3)CC2)cc1	2	0.4	-8	8%	12	11	1.5	-14	-6
COc1ccc(-c2nc(C#N)c(NCCc3ccccc3)o2)cc1OC	-225[fluorescence artefact?]	0.4	70*	12%[fluoresces]	9	29	-1.9	78*	8
N#CC1=C(SCc2ccccc2)NC(=O)CC1c1ccc(O)cc1 (centres undefined)	-11	0.6	-15	4%	-10	16	-0.7	4	-4
Cn1c(=N)c(S(=O)(=O)c2ccccc2)cc2c(=O)n3ccccc3nc21	-229[fluorescence artefact?]	4.8	-13	4%[fluoresces]	-18	21	12	-6	-1
CNS(=O)(=O)c1cccc(C(=O)NCC(c2cccs2)N(C)C)c1 (centres undefined)	9	0.4	3	8%	10	-4	-0.7	9	-9
CCCC(c1nnnn1Cc1ccc(OC)cc1)N1CCN(c2ccccc2)CC1 (centres undefined)	1	-0.7	-3	5%	33	18	-0.9	-20	12
COc1ccc(C(=O)N2CCSC2=S)cc1OC	2	-0.2	-21	2%	-7	-28	-1.4	-17	2
Cc1cc(C)nc(NS(=O)(=O)c2ccc(NC(=O)CCN3C(=O)c4ccccc4C3=O)cc2)n1	0	-1.2	17	0%	-2	-3	2.5	14	9
Cc1ccc(NC(=O)C2CCCN(S(=O)(=O)c3c(C)noc3C)C2)c(C)c1 (centres undefined)	-4	-1.4	5	7%	-4	-17	-0.4	3	7
Cn1cc(CC(=O)NCCCN2CCCC2=O)c2ccccc21	2	-0.2	-7	9%	11	-10	-0.7	2	5
CCCc1nnc(NC(=O)CN2C(=O)c3ccccc3S2(=O)=O)s1	2	-0.7	-20	3%	0	-17	-1.8	-11	-4
CC(C)OCCCN1CN(S(=O)(=O)c2ccccc2)c2nc3ccccc3nc21	-10	1.5	29	3%	-10	19	-0.7	6	-7
CSc1ccc(S(=O)(=O)NCCOc2ccccc2C)cc1	3	-1.4	-4	0%	2	22	-4.2	-7	-8
Cn1c(=NCC(O)COc2ccccc2)sc2ccccc21 (centres undefined)	1	7.4	-16	2%	/	11	1.4	7	-7
CN1CCN(Cc2nc3c(c(=O)n(C)c(=O)n3C)n2Cc2ccccc2Cl)CC1	1	0.5	-24	2%	-10	-5	0.0	-10	1
CCn1c(SCC(=O)NCCc2ccccc2)nnc1-c1cccs1	-4	-2.4	-13	7%	-3	-16	-2.9	4	-11
COc1cccc(NC(=O)N2CCN(C(=O)C(Cc3ccc(OC)c(OC)c3)NC(C)=O)CC2)c1 (centres undefined)	0	-0.9	0	2%	3	-38	-5.3	2	14
Cc1ccnc(NS(=O)(=O)c2ccc(NS(=O)(=O)c3cccs3)cc2)n1	2	0.4	4	7%	0	-12	-1.6	-1	1
CCOC(=O)c1cnn(-c2cc(C)nc3c(-c4ccccc4)c(C)nn23)c1N	-2	-0.1	1	3%	9	-5	6.7	-13	-4
CCCC12CN3CC(C)(CN(C1)C3c1ccc(OC(C)C)cc1)C2=O (centres undefined)	2	-0.6	3	5%	-10	20	1.8	-9	4
CN(C(=O)c1ccncc1)C1CCS(=O)(=O)C1 (centres undefined)	-7	-0.8	5	0%	-1	-9	-0.8	8	-9
CCOc1cc(C2C(C(=O)OC(C)C)=C(C)N=C3SCCC(=O)N32)ccc1OC(C)=O (centres undefined)	4	-0.4	-7	3%	5	-8	2.0	-9	3
CCOc1ncccc1C(=O)Nc1ccccc1C(=O)NCc1ccc2c(c1)OCO2	3	0.2	-2	7%	12	-1	-0.4	-9	23
O=C(Nc1ccc(Nc2ccccc2)cc1)c1ccco1	7	0.6	60*	10%	4	16	0.2	87*	12
Cc1c(Cl)cccc1NC(=O)CN1CCN(CCO)CC1	4	0.0	-10	4%	-4	-14	-2.8	3	-3
CC(=O)N1CCN=C1SCc1ccccc1	-1	0.3	26	3%	3	-16	-1.7	6	0
COc1cc(Cl)c(S(=O)(=O)NCCCN2CCOCC2)cc1Cl	5	-0.3	3	4%	6	-11	-1.0	-4	5
CC(=O)Nc1nonc1-c1nc2ccccc2n1CCC#N	-14	0.4	-5	9%	15	-10	-5.8	-8	5
O=C(NC1CCCCC1)C1CN(S(=O)(=O)c2ccccc2)CCN1S(=O)(=O)c1ccccc1 (centres undefined)	-11	0.7	-5	4%	-2	0	0.3	12	-1
COc1ccc(CN2CCN(C(=O)CN3C(=O)C4C5C=CC(C5)C4C3=O)CC2)c(OC)c1OC (centres undefined)	3	0.3	5	9%	4	-7	0.0	9	7
O=C(Nc1nc2ccccc2n1CCN1CCCC1)c1ccc(Cl)cc1	2	0.8	99*	3%	6	18	8.3	55*	-4
CC(C)[C@@H](C(=O)NCC1CCC(C(=O)O)CC1)n1nnc2ccccc2c1=O (some centres undefined)	-2	-0.6	4	0%	2	-4	2.1	-11	0
O=C(NCc1ccco1)c1cc2sccc2n1Cc1ccc(F)cc1	4	-1.8	-11	5%	4	57	0.6	-11	-6
O=C(c1ccc(C(F)(F)F)cc1)N1CCCCC1	-1	0.1	6	7%	-12	0	-4.8	0	1
CCCNC(=O)N1CCN(S(=O)(=O)c2ccc(C)cc2)CC1	1	-0.3	-12	7%	-2	-6	-3.1	14	3
COc1ccc(NC(=O)C(Cc2ccccc2)NC(=O)c2ccco2)cc1OC (centres undefined)	0	0.2	7	2%	-2	-2	1.3	19	-6
c1ccc(-c2cc3c(nn2)CCc2nonc2-3)cc1	-5	-0.4	5	5%	-20	-15	-4.8	-8	-14
Cc1ccc2oc(=O)c3cnn(CC(=O)Nc4ccccc4N4CCN(C)CC4)c3c2c1	3	1.4	-18	5%	16	9	0.6	24	8
COC(=O)C(NC(=O)c1ccccc1)=C1C=C(C)OC(C)=C1	5	0.1	-6	10%	6	1	-3.2	-5	-2
CCOc1ccc(N2C(=O)CC(SCCN)C2=O)cc1 (centres undefined)	3	-0.1	16	5%	-1	-12	-2.0	38	-3
Cc1cc(=O)oc2ccc(OCC(=O)N3CCC(C)CC3)cc12	-25	-0.9	23	7%	-9	3	-0.5	18	6
O=C1c2ccccc2C(=O)N1CCCCCc1nc(-c2ccccc2)no1	5	-0.9	-21	6%	0	55	-1.7	-7	-1
O=C(OCn1nnc2ccccc2c1=O)C1CCN(S(=O)(=O)c2cccs2)CC1	1	0.3	28	2%	-4	3	-1.4	-10	-2
Cc1cc2c(c(=O)n1C)C(Cc1ccccc1)C(C#N)=C(N)O2 (centres undefined)	-60[fluorescence artefact?]	0.1	-17	3%	19	2	0.8	-7	3
CCN(CCCNC(=O)C1CCN(S(=O)(=O)c2c(C)[nH]c(=O)[nH]c2=O)CC1)c1cccc(C)c1	1	-0.3	-8	7%	-8	-15	-0.2	-5	11
COc1ccccc1Nc1nc(C)cc(C)c1C(N)=O	0	0.1	-18	2%	-4	-4	-1.4	8	-1
Cc1ccc2cc(C#N)c(N3CCCN(C(=O)C4CCCO4)CC3)nc2c1C (centres undefined)	-22	-0.8	16	11%	-15	12	7.2	-3	-5
CCc1ccc(NC(=O)CSc2nc3cc(C(=O)OC)ccc3c(=O)n2Cc2ccco2)cc1	4	-0.7	-14	9%	-3	-6	-1.6	-2	-2
CN(c1ccccc1)c1ccc(/C=c2\s/c(=C(/C#N)C(=O)C(C)(C)C)n(Cc3ccco3)c2=O)cc1	15*	-0.8	-11	6%	10	-1	-0.9	2	5

Record cards (already shown). Screens in order: MMP13 inh	HTR1E agonist	RORA act	NADH coupling	5-HT1A blocker	Ecoli tolC	HTR1A agonist	SF-1 act	HTR1E antagonist
O=C(Nc1nc2ccccc2n1CCN1CCCC1)c1ccc(Cl)cc1 is listed with 2	0.8	99*	3%	6	18	8.3	55*	-4
O=C(NCc1ccco1)c1cc2sccc2n1Cc1ccc(F)cc1 is listed with 4	-1.8	-11	5%	4	57	0.6	-11	-6
Cc1cc(=O)oc2ccc(OCC(=O)N3CCC(C)CC3)cc12 is listed with -25	-0.9	23	7%	-9	3	-0.5	18	6
CCOc1ccc(N2C(=O)CC(SCCN)C2=O)cc1 (centres undefined) is listed with 3	-0.1	16	5%	-1	-12	-2.0	38	-3

Next part.
SMILES	MMP13 inh	HTR1E agonist	RORA act	NADH coupling	5-HT1A blocker	Ecoli tolC	HTR1A agonist	SF-1 act	HTR1E antagonist
O=C(CSc1cccc(C(F)(F)F)c1)N1CCN(S(=O)(=O)c2ccccc2)CC1	-4	0.6	7	10%	-5	1	-1.1	-7	-2
Cn1ccnc1C(O)(c1nnc(-c2ccccc2)o1)C(F)(F)F (centres undefined)	5	3.5	3	6%	2	2	-0.4	-1	-1
c1ccc2nc3c(nc2c1)c1ccccc1n3CCN1CCOCC1	-1	-0.8	14	2%	-6	44	1.1	91*	-4
Cc1c(C)n(C(=O)CSc2nncn2C)c2ccccc12	0	0.5	-9	6%	4	0	-2.0	-17	-1
CC1CCCCN1CCCn1c(=S)[nH]c2ccccc2c1=O (centres undefined)	9	1.7	-8	6%	0	-13	0.0	-5	-3
COCCCNC(=O)CCn1c(=O)c2ccccc2n(CC(=O)Nc2ccc(C)cc2C)c1=O	-5	0.2	-3	4%	-7	-23	-2.1	19	-20
O=C(Nc1nc2c(s1)CCCC2)C1CCCN1C(=O)c1cccs1 (centres undefined)	-2	-0.3	-2	3%	-1	24	-0.8	10	-7
COc1ccc(S(=O)(=O)Nc2ccc(S(=O)(=O)N3CCOCC3)cc2)cc1	-4	-0.9	-1	6%	11	5	0.4	-8	-1
CC(=O)c1nn(-c2cccc(Cl)c2)cc1C(=O)c1ccco1	4	0.2	-6	4%	0	-16	-1.2	-28	4
Cc1nn(C)c(C)c1NC(=O)CSc1nc(-c2ccccc2F)nc2c1cnn2-c1ccccc1	-5	-0.7	-3	10%	-5	2	0.8	-2	-7

Assay outcomes: PubChem BioAssay, several laboratories
